STK33 kinase inh – inhibitors of purified STK33 kinase, primary screen, biochemical, ADP-Glo luminescence, homogeneous, cell-free. Serine/threonine-protein kinase 33 (Homo sapiens), Q9BYT3. MBP phosphorylation. inhibition, % at 10 µM. 320,000 compounds, 0.073% hits. AID 2661, 2010;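 active = inhibition at or above 25%, using the most active replicate where run in duplicate; inactive = inhibition below 25%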
Target sequence (Q9BYT3 whole entry, looked up): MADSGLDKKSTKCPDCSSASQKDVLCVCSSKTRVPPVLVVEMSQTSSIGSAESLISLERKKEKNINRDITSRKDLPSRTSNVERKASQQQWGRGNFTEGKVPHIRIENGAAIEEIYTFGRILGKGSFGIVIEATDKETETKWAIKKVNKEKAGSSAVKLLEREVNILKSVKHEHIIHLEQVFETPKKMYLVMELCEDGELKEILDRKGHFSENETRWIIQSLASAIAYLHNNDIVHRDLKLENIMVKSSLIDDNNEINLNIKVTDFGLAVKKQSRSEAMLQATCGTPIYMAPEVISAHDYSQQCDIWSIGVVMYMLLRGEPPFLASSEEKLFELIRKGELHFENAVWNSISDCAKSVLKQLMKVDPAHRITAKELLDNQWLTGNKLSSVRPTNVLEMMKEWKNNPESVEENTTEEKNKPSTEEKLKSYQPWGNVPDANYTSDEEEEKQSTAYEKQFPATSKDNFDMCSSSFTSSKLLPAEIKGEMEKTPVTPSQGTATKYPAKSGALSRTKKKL
Kir21 block – inhibitors of mouse Kir2.1 inward-rectifier potassium channel; Inward rectifier potassium channel 2 (Mus musculus), P35561; HEK293-Kir2.1, FluxOR thallium flux fluorescence; hits give low values; B-score at 10 µM; 310,000 compounds, 0.85% hits; AID 1672, 2009;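 active = fluorescence ratio B-score at or below minus 3 SD of library scores, with starting-brightness B-score within 2 SD, cut at about -4.2 in these data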;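 note: channel flux triggered by added potassium and thallium sulfate stimulus; B-score of peak minus minimum fluorescence over baseline after thallium stimulus; more negative B-score means stronger Kir2.1 block with less thallium influx; some compounds called inactive have numbers as strong as hits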
Target sequence (P35561 whole entry, looked up): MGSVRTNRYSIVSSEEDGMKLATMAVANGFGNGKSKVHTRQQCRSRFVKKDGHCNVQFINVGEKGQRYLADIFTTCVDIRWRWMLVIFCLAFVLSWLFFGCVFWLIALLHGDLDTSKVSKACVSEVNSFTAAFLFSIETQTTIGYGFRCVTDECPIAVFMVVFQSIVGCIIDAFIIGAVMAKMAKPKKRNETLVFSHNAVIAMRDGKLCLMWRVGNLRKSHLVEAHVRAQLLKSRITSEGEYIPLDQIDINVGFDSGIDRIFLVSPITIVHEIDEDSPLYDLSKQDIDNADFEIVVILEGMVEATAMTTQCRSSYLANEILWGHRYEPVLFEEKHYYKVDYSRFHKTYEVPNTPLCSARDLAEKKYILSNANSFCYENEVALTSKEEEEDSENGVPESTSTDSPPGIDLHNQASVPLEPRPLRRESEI
Starred values were filed as active, the others as inactive; . = no result given.

Sample of the layout:
molecule	STK33 kinase inh	Kir21 block
CCOC(=O)c1ccc(-n2c(CN(CC)CC)nc3ccc([N+](=O)[O-])cc3c2=O)cc1	-0.6	-0.15
CCCCn1c(=O)nc2n(-c3ccc(Cl)cc3)c3ccccc3cc-2c1=O	.	1.5
Cc1ccc(-n2ncc3c(NCc4ccco4)ncnc32)c(C)c1	-1.7	.
Fc1ccc(CSc2nnc(-c3cccs3)o2)cc1	-0.2	0.88
COc1ccccc1NC(=O)CN1CCN(S(=O)(=O)c2ccc(Br)cc2)CC1	.	0.75

The whole of this part, from the first entry:
molecule	STK33 kinase inh	Kir21 block
CCOC(=O)c1ccc(-n2c(CN(CC)CC)nc3ccc([N+](=O)[O-])cc3c2=O)cc1	-0.6	-0.15
CCCCn1c(=O)nc2n(-c3ccc(Cl)cc3)c3ccccc3cc-2c1=O	.	1.5
Cc1ccc(-n2ncc3c(NCc4ccco4)ncnc32)c(C)c1	-1.7	.
Fc1ccc(CSc2nnc(-c3cccs3)o2)cc1	-0.2	0.88
COc1ccccc1NC(=O)CN1CCN(S(=O)(=O)c2ccc(Br)cc2)CC1	.	0.75
Cn1c(=O)cc(NCc2ccccc2)[nH]c1=O	-0.7	1.2
Cc1nc(-c2cccc(S(=O)(=O)N3CC(C)OC(C)C3)c2)cs1 (stereo not drawn)	-2.0	-1.9
O=C(Nc1nc(-c2cccnc2)cs1)c1ccc(S(=O)(=O)N2CCOCC2)cc1	0.8	-0.01
COc1ccc(/C(C)=N/NC(=O)c2cc(C)[nH]n2)c(OC)c1	-0.5	0.83
C=CCC1(C)C(=O)N(c2ccccc2)c2ccccc21 (stereo not drawn)	-0.6	-2.3
Cc1noc(C)c1COC(=O)CCCc1nc2ccccc2s1	-1.1	-0.85
c1ccc(OCc2nc3c4c(ncn3n2)-c2ccccc2CC42CCCC2)cc1	-0.7	1
N=C1C(c2nc3ccccc3[nH]2)=C(O)CN1NC(=O)COc1cccc(F)c1	-0.7	2.4
CC(=O)Nc1ccc(NC(=O)CSc2nnc(COc3ccccc3C)n2CC2CCCO2)cc1 (stereo not drawn)	1.3	0.3
COC(=O)[C@]1(Cc2ccccc2)N[C@H](CN(C)C(=O)Nc2ccc(C)cc2)[C@@H]2C(=O)N(C)C(=O)[C@@H]21	-0.5	.
O=C(COc1ccccc1)Nc1ccccc1Cl	-1.2	-0.16
O=C(Nc1ccc(Cl)cc1)C(c1ccccc1)N(CCO)CCO (stereo not drawn)	-0.9	-0.47
CCOc1cccc(C(=O)NNC(=O)C2C3C=CC(C3)C2C(=O)O)c1 (stereo not drawn)	-0.3	-1.3
Cc1ccc(CNC(=O)c2cn(C)c(=O)c3c2c2ccccc2n3C)o1	5.3	0.03
CCN(Cc1cc2ccccc2[nH]c1=O)S(=O)(=O)c1ccc(OC)cc1	-0.4	0.04

Arranged by length of the SMILES (lowest first): 5 of the compounds above
molecule	STK33 kinase inh	Kir21 block
Cc1ccc(-n2ncc3c(NCc4ccco4)ncnc32)c(C)c1	-1.7	.
Cc1nc(-c2cccc(S(=O)(=O)N3CC(C)OC(C)C3)c2)cs1 (stereo not drawn)	-2.0	-1.9
CCN(Cc1cc2ccccc2[nH]c1=O)S(=O)(=O)c1ccc(OC)cc1	-0.4	0.04
COc1ccccc1NC(=O)CN1CCN(S(=O)(=O)c2ccc(Br)cc2)CC1	.	0.75
N=C1C(c2nc3ccccc3[nH]2)=C(O)CN1NC(=O)COc1cccc(F)c1	-0.7	2.4

(further entries)
molecule	STK33 kinase inh	Kir21 block
CC(C)NC(=S)NN=C1CCC(c2ccccc2)CC1 (stereo not drawn)	1.2	-1.3
CCc1ccc(Nc2nnc(SCC(=O)Nc3cccc(S(=O)(=O)NC4=NCCCCC4)c3)s2)cc1	-1.5	-0.03
CC(=O)c1cccc(N2C(=O)Nc3ccccc3N2O)c1	0.8	-0.18
CC(OC(=O)c1ccc(Cl)nc1)C(=O)Nc1ccc2c(c1)OCO2 (stereo not drawn)	-1.1	.
CCc1ccccc1NC(=S)N(CCN(C)C)C(C)c1cccnc1 (stereo not drawn)	-0.8	-0.36
CCCSC1C(C)=C(C)C(=O)N1Cc1ccccc1 (stereo not drawn)	-1.8	-2.4
Cc1ccccc1/C(N)=N/OC(=O)c1ccc(F)cc1	-0.6	1.1
COCc1cc(C)nc(N)c1C#N	-2.0	-0.29
COc1ccc(NS(=O)(=O)c2cccs2)c(OC)c1	0.8	0.38
COc1ccc([N+](=O)[O-])cc1NC(=O)C1CCCO1 (stereo not drawn)	-0.2	-0.11
CCC(=O)N1CCN(c2ccc(NC(=S)NC(=O)COc3ccccc3)cc2)CC1	-1.6	0.15
O=S(=O)(Nc1cccnc1)c1cccs1	-2.0	1
O=C(CSc1nnc(-c2cc3ccccc3cc2O)n1Cc1ccco1)c1ccc(F)cc1	-1.0	2.3
O=C(NCc1cccc(C(F)(F)F)c1)c1cccc(S(=O)(=O)NCc2ccccc2)c1	-1.1	-1.5
O=C(c1ccccc1)c1ccc(NCCCn2ccnc2)c([N+](=O)[O-])c1	0.0	-2.5
CC(=O)c1ccc(NC(=O)C2(S(=O)(=O)c3ccccc3)CC2)cc1	-0.8	0.68
O=S(=O)(c1ccc(NC(=S)N2CCN(c3ccccc3F)CC2)cc1)N1CCOCC1	-0.1	-0.16
COC(=O)C1=C(N)c2c(F)cccc2C1(C#N)c1ccc(F)cc1 (stereo not drawn)	-1.4	-1
CCOC(=O)N1C=CC=C[C@@H]2[C@@H](N3C(=O)c4ccccc4C3=O)C(=O)N21	0.0	-0.93
CC1CN(C(=O)COC(=O)c2cccs2)CC(C)O1 (stereo not drawn)	-3.1	-1.3
CCc1cc(C(c2ccccn2)N2CCN(C)CC2)c(NC(=O)c2ccccc2)s1 (stereo not drawn)	0.9	1.8
CCN(CC)C(=O)CSc1n[nH]c(=O)n1CCc1ccccc1	-0.5	1.5
CCOC(=O)Cc1csc(NC(=O)CCS(=O)(=O)Cc2ccccc2)n1	-1.6	-1.5
O=C(COC(=O)c1cc[n+]([O-])cc1)Nc1cccc(F)c1	-0.2	.
O=S(N1CCCCCC1)C12CC3CC(CC(C3)C1)C2 (stereo not drawn)	-1.1	0.66
CC(C)Cn1c(N)c(C(=O)COC(=O)CCc2nc3ccccc3c(=O)[nH]2)c(=O)n(C)c1=O	-0.4	.
O=C(O)c1ccc(CSc2ccccn2)cc1	1.2	0.94
CC(=O)Oc1ccc(N(c2ccccc2)S(=O)(=O)c2ccc(C)cc2)cc1	-0.2	-0.24
Cc1ccc(NC(=O)CN(C(=O)N2CCN(C)CC2)S(=O)(=O)c2ccc(C)cc2)cc1	-2.0	0.09
O=C(c1cccs1)N1CCN(Cc2ccncc2)CC1	-0.2	-0.83
O=C(Nc1nc(-c2ccc(F)cc2)cs1)C1CCN(C(=O)c2ccc(F)cc2)CC1	0.5	1.1
O=C(Nc1nccs1)C1(S(=O)(=O)c2ccc(Cl)cc2)CC1	-2.7	-2.1
O=C(NC1CCCCC1)C(c1cccnc1)N(CCc1ccccc1)C(=O)Cc1cccs1 (stereo not drawn)	-2.3	0.25
COc1cccc(NC(=O)CNC(=O)c2ccccc2)c1	-0.7	-0.9
COc1ccc(CCNC(=O)CN2CCCc3ccccc32)cc1OC	-0.6	-1.6
CCCCN(C(=O)c1ccc2c(c1)OCCO2)c1c(N)n(CC(C)C)c(=O)[nH]c1=O	.	0.18
C=CCNC(=S)N/N=C/c1ccc(C(F)(F)F)cc1	-1.2	1.2
C[C@@]12C(=O)Nc3ccc(Cl)cc3C(=O)N1[C@H]1c3ccccc3OC[C@@H]1[C@@H]2c1ccccc1	0.1	.
Cc1ccc(-n2c(SCC(N)=O)nc3c([nH]c4ccccc43)c2=O)cc1	-1.1	1.3
CC1(C)CC(NC(=O)c2ccc(Cl)cc2Cl)CC(C)(C)N1	-1.6	1.2

Next part.
Fields – STK33 kinase inh	Kir21 block
O=C1NC[C@H](Cc2ccccc2)N(CC2CCCCC2)C1=O
 : -1.1	-2.7
CCn1c2ccccc2c2cc(NC(=O)COc3ccc(OC)cc3)ccc21
 : -4.8	-0.13
NC(=O)Cc1ccc(C(=O)c2ccccc2)s1
 : -0.1	0.03
Cc1cccc(OCC(=O)N/N=C/c2cn[nH]c2-c2ccc(Cl)c(Cl)c2)c1
 : -1.6	0.58
CCOC(=O)c1cc(NC(=O)Nc2ccccn2)c(C)nc1C
 : -1.3	0.38
CCOC(=O)Cn1cc(-c2ccccc2)nn1
 : 2.9	1.5
O=C(N/N=C/C=C/c1ccco1)c1ccncc1
 : -2.0	0.01
Cn1c(=O)[nH]c(=O)c2c1nc(N1CCCCC1)n2CCCSc1nnnn1-c1ccccc1
 : -1.0	0.9
CC(=O)c1cccc(Nc2nc(-c3cccnc3)cs2)c1
 : 3.3	2.6
COc1ccc(OC)c2sc(N3CCCCC3)nc12
 : 1.4	0.68
CCC(C)N(C(=O)COc1ccc(Cl)c2cccnc12)C1CCS(=O)(=O)C1 (stereo not drawn)
 : 0.1	-0.41
CC1CC(C)CN(C(=O)CCC(=O)Nc2nnc(C(C)C)s2)C1 (stereo not drawn)
 : 0.2	0.67
O=C(NC(=S)NC1CCCCC1)c1ccc(Cl)cc1
 : -2.3	1.1
O=C(c1cnsn1)N1CCC(CO)(Cc2ccc(Cl)cc2)CC1
 : -0.7	0.09
CCOC(=O)NC1(C(F)(F)F)N=C(c2ccccc2)NC1=O (stereo not drawn)
 : -1.5	-0.05
CCN1CCN(c2ccccc2NC(=O)c2ccc(-n3cccn3)cc2)CC1
 : -2.0	.
COCCCNC(=O)CCSc1ccc(C)cc1
 : 0.2	-0.67
Cc1ccc(C)c(NC(=O)COC(=O)c2c(C)nn(-c3ccccc3)c2C)c1
 : -1.6	.
CN(C)c1ccc(NC(=S)NC(=O)/C=C/c2ccc(Cl)cc2)cc1
 : -2.3	-2.2
Cc1sc2nc(CSCC(=O)N(C)CC(=O)Nc3ccc(F)cc3)[nH]c(=O)c2c1C
 : 0.3	-2.7
CCN1C/C(=C/c2cccc([N+](=O)[O-])c2)C(=O)/C(=C/c2cccc([N+](=O)[O-])c2)C1
 : -3.1	.
O=C(CNS(=O)(=O)c1ccc2ccccc2c1)Nc1ccc(F)c(F)c1F
 : 1.8	.
Cn1cc(CN2CCCC(C(=O)c3cccs3)C2)c(-c2cccc(Cl)c2)n1 (stereo not drawn)
 : -2.1	-1.1
COc1ccc(-n2ncc(Cl)c(Cl)c2=O)cc1
 : .	-2.2
COc1ccccc1N(C)S(=O)(=O)c1ccc(C(=O)NC2=NCCS2)cc1
 : -0.1	0.67
CCOC(=O)[C@@H]1[C@H]2COc3ccccc3[C@H]2N2C(=O)N(c3ccccc3)C(=O)[C@]12C
 : 0.9	1.2
Nc1cc(=O)[nH]c(=O)n1-c1cccc(F)c1
 : .	-1.1
Cc1nc(N2CCN(c3ccccn3)CC2)c2c(C)c(C(=O)Nc3c(C)cc(Br)cc3C)sc2n1
 : -1.4	-0.71
NC(=O)/C=C\C(=O)Nc1cccc(C(F)(F)F)c1
 : -1.4	-0.16
Cc1oc2cc3oc(=O)c(CCC(=O)NC4CC4)c(C)c3cc2c1C
 : 0.3	-0.05
S=C(Nc1ccccc1)NC1CCN(Cc2ccccc2)CC1
 : -2.6	-1.8
CCCCCn1c(CN2CC(C)OC(C)C2)nc2c1c(=O)n(C)c(=O)n2C (stereo not drawn)
 : -1.5	0.02
Cc1ccccc1OCCC(=O)OCC(=O)NNC(=O)c1cccs1
 : 1.1	.
O=C1NC2(CCN(Cc3ccccc3)CC2)Oc2ccccc21
 : -1.7	0.41
c1ccc(C(c2nnnn2C2CCCCC2)N2CCc3ccccc3C2)nc1 (stereo not drawn)
 : 0.4	0.38
CC(=O)Nc1ccc2c(CN3C(=O)NC(C)(c4ccc(C)cc4)C3=O)cc(=O)oc2c1 (stereo not drawn)
 : -1.1	0.99
COc1ccc(-c2ccc3nnc(SCC(=O)N4CCCC4)n3n2)cc1
 : -0.2	0.82
COc1ccc(C2CC(=O)N3CN(c4ccc(C)c(Cl)c4)CSC3=C2C#N)cc1 (stereo not drawn)
 : -0.1	0.13
O=C(N/N=C/c1ccc([N+](=O)[O-])s1)c1ccncc1
 : -0.3	-0.98
CN(CCCNS(=O)(=O)c1cccc2cccnc12)Cc1ccccc1
 : 0.4	0.02
CC(C)n1cc(/C=C2/NC(=O)N(c3cccc(Cl)c3)C2=O)c2ccccc21
 : -1.4	0.61
CCOC(=O)c1sc(NC(=O)CSc2nnnn2-c2ccccc2)nc1C
 : -2.5	-1.9
CC(=O)c1c(Nc2ccccc2)sc(C(=O)c2ccccc2)c1C
 : -0.1	-0.01
O=C(N/N=C1/CCSC1)c1cccc([N+](=O)[O-])c1
 : -0.1	-0.63
Cc1cc(C)cc(OCC(=O)NNC(=O)CCC(=O)NCc2ccccc2)c1
 : -0.3	1.8
CCOC(=O)c1sc(=NC(=O)c2ccc(Br)cc2)n(C)c1C
 : 0.6	1.6
CSc1nc(-c2ccccc2)nc2c1COC(C)(C)C2
 : 0.1	1.2
CC(C)(C)C1CCC(=NNC(=O)c2ccco2)CC1 (stereo not drawn)
 : 8.9	1.6
Cc1ccnc(NC(=O)CCC(=O)N(CC(=O)NCc2ccc(F)cc2)Cc2ccco2)c1
 : 0.0	0.64
Cc1ccccc1C(=O)Nc1nnc(CC(=O)N/N=C/c2ccco2)s1
 : 0.2	1.5
CCOc1ccccc1OCC(=O)Nc1ccccc1C(=O)NC1CC1
 : 1.2	-2.1
CN(CC(=O)Nc1ccc(Cl)c(Cl)c1)C(=O)C12CC3CC(CC(C3)C1)C2
 : 0.1	-0.91
Cc1ccc(CNc2ccc(CNc3ncn[nH]3)cc2)cc1
 : -0.8	-0.92
Cc1scc(-c2n[nH]c(=S)n2Cc2ccccc2)c1C
 : 15	-0.62
